SIAH1 antagonists: Siah-1 peptide-binding antagonists, primary screen, biochemical, fluorescence polarization, rhodamine-plectin, uHTS (AID 1817). Siah-1 / rhodamine-plectin peptide fluorescence polarization; higher % means a stronger effect. displacement, % at 20 µM, or IC50 in µM where a hit was titrated. 290,000 tested, 0.02% active;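 active = displacement of at least 50% at 20 µM, with a fluorescence ratio check between 0.3 and a set limit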;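 note: plate controls were Siah plus tracer with DMSO for no effect and tracer alone without Siah for full effect; strong numbers were not always called active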
XIAP antagonists: small molecules displacing peptide from XIAP – biochemical, IAP family, fluorescence polarization (AID 1018). 200,000 tested, 0.007% active. displacement, % at 20 µM, or IC50 in µM where a hit was titrated. XIAP BIR domain, fluorescence polarization peptide displacement; higher % means a stronger effect; in the data active = displacement above about 50%; note: a part of the inactive calls stands beside numbers as strong as those of hits
human PMI inhibitors: MPI inhibition at elevated mannose 6-phosphate – biochemical, fluorescence intensity, high mannose 6-phosphate, primary screen (AID 1220). recombinant PMI enzyme, coupled fluorescence intensity; higher % means a stronger effect. inhibition, % at 20 µM, or IC50 in µM where a hit was titrated. 190,000 tested, 0.66% active
AID2073: disruptors of CaV2.2 binding to Mint1 – biochemical, HTRF (AID 2073). one-dose inhibition, % at 20 µM; IC50 in µM for titrated hits. 290,000 tested, 0.19% active. HTRF protein-protein interaction, Mint1-CaV2.2; higher % means a stronger effect; in the data active = inhibition mostly above about 51%, no sharp cut-off; inconclusive = no clear call, values can overlap the other calls; inactive = mostly below about 53%; note: some results filed as inactive read as strong as hits
P. falciparum M17LAP: P. falciparum M17LAP inhibitors, primary screen, biochemical, fluorogenic H-Leu-NHMec substrate, 1536-well (AID 1619); 220,000 tested, 0.38% active; recombinant M17LAP, H-Leu-NHMec fluorogenic kinetic assay; higher % means a stronger effect; inhibition, % at 30 µM; hits with a dose series show IC50 in µM;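 active = compound inhibiting the enzyme by more than half at any dose during confirmatory dose-response retesting; inconclusive = strong single-dose inhibitors picked by rank but not retested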;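 note: plate controls were full reaction with DMSO carrier for no effect and no enzyme background for full effect; strong numbers were not always called active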
Dynein cargo inh: blocks dynein driven cargo transport along microtubules | 3617.4 mouse cells, GR-EGFP nuclear translocation imaging; test concentration mostly 20 µM; stimulated with dexamethasone, 1 µM; active compounds read low | z-score, hits read low | 220,000 tested, 0.47% active | AID 1381;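 active = plate z-score of nuclear minus cytoplasmic receptor signal below a set negative limit, without overly bright fluorescence or cell loss, cut at about -3.5 in these data, passing the limit was not always enough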;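 note: z-score of nuclear minus cytoplasmic ring GR-EGFP intensity difference per well; some compounds called inactive have numbers as strong as hits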
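medium = tetracycline-free induction medium containing charcoal-stripped FBS | probe or stimulus = dexamethasone, 1.0 µM final | timing = 48 h induction, then 1 h compound, then 30 min agonist, 37 °C | detection = automated 10x imaging of fixed Hoechst-stained cells | read-out basis = nuclear versus cytoplasmic GR-EGFP signal, averaged per well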
LYP inhibition: PTPN22 lymphoid phosphatase activity blockers – biochemical, fluorescence intensity, uHTS (AID 1779); recombinant LYP phosphatase, fluorescence intensity; higher % means a stronger effect; inhibition, % at 11.5 µM; hits with a dose series show IC50 in µM; 290,000 tested, 0.054% active;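 note: plate controls were vehicle with enzyme for no effect and no enzyme for full effect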
P. falciparum M1AAP: malaria alanyl aminopeptidase activity blockers – biochemical, fluorogenic H-Leu-NHMec substrate, 1536-well (AID 1445) | recombinant M1AAP, H-Leu-NHMec fluorogenic kinetic assay; higher % means a stronger effect | inhibition, % at 30 µM; hits with a dose series show IC50 in µM | 220,000 tested, 0.42% active;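 active = primary inhibition above the hit cutoff, then over 50% inhibition at one or more dose response concentrations, cut at about 23% in these data, passing the limit was not always enough; inconclusive = conflicting primary data, or primary hits not chosen for dose response; inactive = low primary inhibition, or under 50% at every dose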;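 note: plate controls were DMSO full reaction for no effect and no enzyme background for full effect; strong numbers were not always called active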
PMI inhibitors: MPI enzyme activity inhibition – biochemical, fluorescence intensity, coupled assay, primary screen (AID 1209); purified PMI enzyme, coupled fluorescence intensity; higher % means a stronger effect; inhibition, % at 20 µM; hits with a dose series show IC50 in µM; 190,000 tested, 0.42% active;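 note: plate controls were DMSO vehicle for no effect and wells lacking substrate for full effect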
Dynein cargo inh cytoplasmic EGFP: second read-out of Dynein cargo inh, no call of its own (marks repeat the call); z-score; measured here: cytoplasmic GR-EGFP intensity; active compounds read high
Dynein cargo inh nuclear GR-EGFP: second read-out of Dynein cargo inh, no call of its own (marks repeat the call); z-score; measured here: nuclear GR-EGFP intensity;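 lower value marks the stronger effect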
Dynein cargo inh cell count: recorded beside Dynein cargo inh, whose call it bears; z-score; measured here: cell count per field
Numbers without * were called inactive; ? = inconclusive; . = no result given. Cut-off read from the data, not from the text of the source, unless noted: active = inhibition above about 50%; inactive = the rest.

The line under a structure holds: SIAH1 antagonists, XIAP antagonists, human PMI inhibitors, AID2073, P. falciparum M17LAP, Dynein cargo inh, Dynein cargo inh cytoplasmic EGFP, Dynein cargo inh nuclear GR-EGFP, Dynein cargo inh cell count, LYP inhibition, P. falciparum M1AAP, PMI inhibitors
NC(=O)C1CCN(C(=O)c2cnn(-c3ccccc3)c2NC(=O)c2ccco2)CC1
 : -2%, -3.6%, -5%, 2%, 5%, 0.13, -0.2, 0.35, 0.066, -11%, 6%, -9%
COc1ccc(S(=O)(=O)N2CCCC(C(=O)Nc3cccc(C(C)=O)c3)C2)cc1 (stereo unspecified)
 : 4%, -4.3%, 10%, 23%, -7%, 0.37, -0.29, 0.39, 1.2, 1%, 4%, 11%
CCN(CC)S(=O)(=O)c1ccc(Cl)c(NC(=O)COc2ccc(OC)cc2)c1
 : 16%, -7.1%, 2%, 16%, -2%, -0.027, -0.19, 0.3, 0.51, -7%, -1%, -2%
COCCn1c(SCC(=O)NCC2CCCO2)nc2c(c1=O)SC(C)C2 (stereo unspecified)
 : -1%, -3.3%, 15%, -3%, 2%, 0.16, -0.25, 0.3, 0.42, -1%, 3%, 14%
Cc1ccc(-n2cc(C(=O)c3ccccc3O)cn2)cc1
 : 0%, -2.2%, 12%, 19%, 7%, 0.15, -0.23, -0.081, -0.32, -1%, 9%, 10%
CC(=O)c1c(O)cc(C)n(Nc2nc(C)cc(C)n2)c1=O
 : -4%, -2.7%, -72%, -1%, 4%, -0.83, -0.18, -0.16, 0.11, -4%, 0%, -38%
CC(=O)N(C)c1ccc(NC(=O)C(Sc2ccccc2)c2ccccc2)cc1 (stereo unspecified)
 : -8%, -0.3%, 5%, 2%, -6%, 0.84, -0.34, 1.2, -1.3, -2%, -7%, 4%
COC(=O)c1cn(Cc2ccccc2C)nn1
 : -3%, -0.1%, 3%, 3%, -11%, 0.97, -0.28, 0.6, -0.46, -4%, -1%, 1%
O=C(C1CCCCC1)N1CCCC(c2nc(-c3ccc(F)cc3)no2)C1 (stereo unspecified)
 : -2%, -4.5%, -5%, -7%, 2%, -0.19, -0.21, 0.015, 0.51, 1%, 10%, -1%
Cc1c(Cl)cccc1N=c1c([N+](=O)[O-])nn(-c2ccccc2)n1O
 : -2%, -23%, -7%, 16%, -5%, 1.6, -0.091, 0.63, -0.81, -6%, -4%, -5%
CCOC(=O)c1cc(=O)n(-c2ccc(Cl)cc2C)[nH]1
 : -2%, 0.2%, -65%, 4%, 24%, 0.26, -0.35, -0.29, 0.46, -5%, 4%, -41%
CC(=O)Oc1ccc(-n2c(=O)c3ccccc3c3ccccc3c2=O)cc1
 : 11%, -4.3%, 13%, ?, -10%, -1.1, -0.13, -0.94, 0.0073, -6%, -3%, 9%
O=C(c1cccnc1)N1CCN(C(=O)c2ccccc2F)CC1
 : -1%, -9.0%, -7%, -2%, 10%, -1.2, -0.21, -0.39, 0.63, -10%, 10%, 1%
Cc1ccc(Sc2ccc(NC(=O)CCl)cc2)cc1C
 : 1%, -1.3%, 15%, 0%, 11%, -4.5*, 0.77*, -2.7*, -0.96*, -6%, -2%, 13%
CCCOC(=O)Oc1ccc2c(=O)c(Oc3cc(C)cc(C)c3)coc2c1
 : 4%, -3.4%, 3%, 30%, -9%, 0.45, -0.21, 0.31, -1.1, 0%, 0%, 2%

Later entries:
The line under a structure holds: SIAH1 antagonists, XIAP antagonists, human PMI inhibitors, AID2073, P. falciparum M17LAP, Dynein cargo inh, Dynein cargo inh cytoplasmic EGFP, Dynein cargo inh nuclear GR-EGFP, Dynein cargo inh cell count, LYP inhibition, P. falciparum M1AAP, PMI inhibitors
CCOC(=O)CN(C(=O)CSc1nnc(-c2ccc(OC)c(OC)c2)o1)c1ccccc1
 : -1%, -2.7%, -1%, 5%, -8%, -0.54, -0.16, -0.28, 1.1, 4%, -3%, -2%
Cc1cccc(NC(=O)CSc2nnc(Cn3nnc(-c4ccccc4)n3)n2-c2ccccc2)c1
 : 0%, -4.1%, -4%, 10%, -1%, 2.4, -0.19, 1, -1, -3%, 6%, -9%
CCOC(=O)c1cc2c(C(F)(F)F)cc(-c3cccnc3)nc2o1
 : 1%, -3.0%, 8%, -1%, -4%, 1.4, -0.2, 0.69, -0.75, -1%, 2%, 11%
Cc1ccc(Nc2nnc(-c3ccncc3)s2)c(Br)c1
 : -2%, -14%, -15%, 12%, 46%, -0.72, -0.2, -0.34, -0.72, 0%, 10%, 1%
CCOC(=O)c1[nH]c(C)c(C(=O)N2CCN(C(=O)c3ccco3)CC2)c1C
 : -1%, 3.7%, 1%, 9%, 3%, -0.4, -0.12, -0.23, 1.5, -2%, 5%, -2%
COc1ccc(C2=CC(c3cccc(OC)c3)n3nnnc3N2)cc1 (stereo unspecified)
 : -7%, -8.3%, -13%, ?, -144%, -1.1, -0.23, -0.78, 0.017, -8%, 16%, -15%
O=C(COc1ccccc1)Nc1ccc(Cl)cn1
 : -3%, -8.6%, -3%, -8%, -6%, 2.3, 0.87, 2.1, -0.93, -8%, -2%, -5%
CCOC(=O)n1c(=O)n(Cc2ccc(Cl)cc2Cl)c2ccccc21
 : 11%, -1.7%, 16%, 10%, -6%, 0.73, -0.084, 0.67, -0.81, -2%, 5%, 18%
O=C(CSc1ccc2nnc(-c3ccccn3)n2n1)NCc1ccc2c(c1)OCO2
 : 2%, -7.0%, 2%, 3%, 1%, -0.88, -0.17, -0.49, -0.021, -6%, 11%, -2%
O=C(/C=C/c1cn(-c2ccccc2)nc1-c1cccc(Cl)c1)N1CCN(c2ccccn2)CC1
 : 2%, -0.1%, 3%, 25%, -1%, -0.92, -0.062, 0.22, 0.62, 3%, 1%, 11%
CC(=O)c1c(C)[nH]c(C(=O)OCC(=O)Nc2sc3c(c2C#N)CCC(C)C3)c1C (stereo unspecified)
 : 9%, ., ., 21%, -1%, -0.36, -0.21, 0.23, -0.69, -4%, 3%, .
Cc1cc(N2CCOCC2)ccc1/C=C1\NC(=O)N(Cc2ccccc2F)C1=O
 : 16%, 1.5%, 19%, 19%, 10%, 0.49, -0.11, 1.1, -1.4, -5%, 14%, 10%
CN(C)C(=O)C1Cc2ccccc2CN1S(=O)(=O)c1cccs1 (stereo unspecified)
 : 5%, -5.2%, 0%, -10%, -10%, 1.3, -0.22, 1.3, 0.98, -9%, -5%, -3%
O=C(Nc1nnc(SCc2ccc(F)cc2)s1)C1CC(=O)N(c2ccc3c(c2)OCCO3)C1 (stereo unspecified)
 : 2%, -3.6%, 7%, 1%, -12%, -0.61, -0.21, -0.19, 0.74, -4%, 5%, 16%
Cc1ccc(N2C(=O)CC(Sc3ncn[nH]3)C2=O)cc1C (stereo unspecified)
 : -4%, -1.2%, 24%, 3%, 5%, -6*, 0.38*, -2*, -0.41*, -9%, 5%, .

(further entries)
The line under a structure holds: SIAH1 antagonists, XIAP antagonists, human PMI inhibitors, AID2073, P. falciparum M17LAP, Dynein cargo inh, Dynein cargo inh cytoplasmic EGFP, Dynein cargo inh nuclear GR-EGFP, Dynein cargo inh cell count, LYP inhibition, P. falciparum M1AAP, PMI inhibitors
O=C(Nc1nnc(-c2cccs2)o1)C1CC1
 : -1%, -7.5%, 3%, 8%, 4%, -0.36, -0.23, 0.11, 0.24, 0%, 9%, 9%
CCOC(=O)C1CCN(c2cc(=O)n(Cc3ccc(F)cc3)c(=O)[nH]2)CC1
 : 4%, 2.0%, 9%, 20%, -1%, 0.1, -0.17, 0.29, -0.036, 0%, 6%, 9%
Cc1ccc(CNC(=O)CSc2nc(C)cs2)cc1
 : 0%, -7.8%, 1%, 7%, -1%, 0.33, -0.25, 1, -0.51, -6%, 4%, 0%
Cc1cc(C)c(S(=O)(=O)n2cnc3ccccc32)c(C)c1
 : 2%, -6.0%, -6%, -9%, 9%, 1.6, -0.39, 0.81, -0.033, 0%, 2%, -4%
CC1(/[N+]([O-])=C/c2ccc(Cl)cc2Cl)CCCCC1=O (stereo unspecified)
 : -3%, ., ., 10%, -4%, -0.27, -0.021, -0.19, 0.54, 5%, 7%, .
CCOc1ccc2nc(NC(=O)CSc3nc(-c4ccccc4)c(C#N)c(=O)[nH]3)sc2c1
 : 21%, -15%, -9%, 41%, 19%, -0.057, -0.25, 0.093, 0.44, -2%, 24µM*, -60%
O=C1c2oc3ccccc3c(=O)c2C(c2cccc(F)c2)N1CCCO (stereo unspecified)
 : -2%, 0.1%, -1%, -5%, -9%, -0.44, -0.048, 0.072, 0.2, -10%, 7%, -2%
CCN(CC)S(=O)(=O)c1cccc(C(=O)N/N=C/c2ccc([N+](=O)[O-])o2)c1
 : 22%, 4.9%, 15%, 19%, 2%, -1.5, -0.18, -0.32, 1.7, -1%, 1%, -37%
Cc1cccc(NC(=O)CCN2C(=O)C3C4C=CC(C4)C3C2=O)c1 (stereo unspecified)
 : 0%, -4.3%, 4%, -14%, 13%, -0.45, -0.18, -0.44, 0.15, -5%, 4%, 12%
CN(C)c1ccnc2sc3c(SCc4ccc(Cl)cc4)ncnc3c12
 : 4%, -4.9%, -13%, 2%, 11%, -0.55, -0.23, -0.54, 0.25, -4%, 3%, -8%
CCC(Sc1ncccc1C(=O)OC(C)C)C(=O)N1CCOCC1 (stereo unspecified)
 : -1%, -4.5%, -8%, -16%, -20%, 0.19, -0.21, -0.76, 0.76, -8%, -7%, -8%
COCCNC(=O)C(c1ccc(C)cc1)N(C(=O)CCC(=O)Nc1ccccn1)C1CCCC1 (stereo unspecified)
 : 0%, -8.1%, 6%, -2%, ., 0.5, -0.11, 0.42, -1.5, -2%, ., 7%
O=C(NC(=S)NCCO)c1sc2ccccc2c1Cl
 : -3%, -9.6%, -10%, -6%, 2%, 0.092, -0.21, 0.21, -0.1, 6%, 4%, -15%
N#Cc1cccc(NC(=O)CSc2nnc(-c3n[nH]c4ccccc34)o2)c1
 : 12%, -5.6%, 8%, 0%, 6%, -0.39, -0.31, -0.026, 0.59, -3%, 15%, 2%

Screening results from PubChem.
